Screening data: PubChem BioAssay, several laboratories
RT RNaseH block: HIV-1 RT RNase H inhibitors, primary screen, biochemical, fluorescence. Gag-Pol polyprotein (Human immunodeficiency virus type 1 group M subtype B (isolate …. RT-RNase H RNA/DNA duplex cleavage. inhibition, % at 10 µM. 65,000 tested, 1.9% active. AID 565, 2006; in the data active means inhibition above about 50%
RmlCD inh mix: RmlC and RmlD coupled enzyme inhibitors, primary screen, biochemical, 384-well, compound mixtures, retest; RmlC/RmlD coupled enzyme inhibition, 384-well mixture HTS; inhibition, % at 5.5 µM; 110,000 tested, 0.39% active; AID 1532, 2009; in the data active means inhibition above about 30%, passing the limit was not always enough; inconclusive means no clear call, values can overlap the other calls; further: strong numbers were not always called active
An asterisk follows results filed as active; ? = inconclusive; · = no result given; & = joins results of further samples. Not all compounds are listed; the hit share may differ from the screen's.

SMILES | RT RNaseH block | RmlCD inh mix
N#Cc1nc(COc2ccc(-c3ccccc3)cc2)oc1NCc1cccnc1 | -23 | 9
COc1ccc(N2CCN(C(=O)COc3ccccc3)CC2)cc1 | -2 | ?
CC(=O)c1ccc(OCc2ccccc2)c(C)c1O | · | 8
CCOC(=O)c1c[nH]c2c(Cl)c(Cl)ccc2c1=O | · | -7
CCOc1ccc(NS(=O)(=O)c2ccc(NC(=S)NC(=O)CC(C)C)cc2)cc1 | · | -10
C=C(C)[C@@H]1CC=C(C(=O)O)CC1 | · | -17
COC(=O)c1cc2occc2n1CC(=O)Nc1ccc(OC)c(OC)c1OC | -2 | 8
COc1ccccc1-n1cnc2cc(NCc3cccs3)ccc21 | · | -15
O=C(CSCC(=O)c1ccccc1)Nc1ccccc1Cl | · | -11
O=C(CSc1ccc2nnc(-c3ccncc3)n2n1)Nc1ccccc1F | -3 | 7
CC12CCC(=O)N1C(C(=O)Nc1cccc3ccccc13)CS2 (centres undefined) | 0 | -16
COc1nnc(-c2ccc(N3CCCCC3)c(NC(C)=O)c2)c2ccccc12 | · | 6
CCOC(=O)C1C(=O)CC(C)(O)C(C(=O)OCC)C1c1ccc(N(CC)CC)cc1 (centres undefined) | · | -11
O=C(NCc1ccc(F)cc1)c1ccc2c(c1)S(=O)(=O)c1ccccc1C2=O | · | 5
CN1CCN(c2nc3ccccc3c(=O)n2-c2ccccc2)CC1 | -6 | -6
COc1ccc(/C=N/NC(=O)Cc2csc(Nc3cccc(C(F)(F)F)c3)n2)c(OC)c1 | · | -13
CCCOc1ccc(C(=O)NCCO)cc1 | · | 10
COc1ccc(OCCCC(=O)Nc2ccc3c(c2)OCCO3)cc1 | 13 | -11
CCOC(=O)C1=C(C)N(c2ccc(C)c(C)c2)C(=O)/C1=C\c1ccco1 | · | 19
COP(=O)(OC)C1(Nc2ccc(C)cc2)CCCCC1 | · | -6
Cc1nc(N)nc(-c2ccccc2O)n1 | · | 7
COc1cc(CC(=O)Nc2nccs2)cc(OC)c1OC | -2 | 3
COC(=O)C(NC(C)=O)(Nc1nc2ccc(S(C)(=O)=O)cc2s1)C(F)(F)F (centres undefined) | 14 | -8
CCN1CCN(CC(=O)n2c3c(c4ccccc42)CC(C)CC3)CC1 (centres undefined) | 0 | -13
Cc1ccc(/C=N/c2sc3c(c2C#N)CCC3)o1 | · | 9
O=C(c1ccc2nc(N3CCCCC3)sc2c1)N1CCN(c2ccccn2)CC1 | -12 | ·
CCOC(=O)N1CCN(C(=O)c2cnn(-c3ccccc3)c2NC(=O)c2ccccc2F)CC1 | 2 | -11
CCOc1cc2c(cc1OCC)C(c1cc(OC)c(O)c(OC)c1)NCC2 (centres undefined) | 2 | ·
CC(C)OCP(=O)(c1ccccc1)c1ccccc1 | 2 | -12
Cc1cc(C)c(NC(=O)CC(C)(C)C)c(Cl)c1 | · | 9
COC(=O)Nc1ccccc1C(=O)N1CCCCC1 | -5 | 7
O=C(O)c1cnn(-c2ccccc2)c1-n1cccc1 | -1 | 8
CN(C)CCOC(=O)C1(c2ccccc2)CCOCC1 | -3 | 6&9
Cc1ccc2nc3c(cc(C(=O)NCC4CCCO4)c(=N)n3CCCOC(C)C)c(=O)n2c1 (centres undefined) | 1 | 126*
COC(=O)c1cc(Br)c(=O)n(-c2ccc(C(C)=O)cc2)c1 | 0 | ·
Cc1ccc(C(=S)NCS(=O)(=O)c2ccc(C)cc2)cc1 | · | 10
CCCCS(=O)(=O)c1sc2nc3c(cc2c1N)CCCC3 | 9 | 18
Cc1c(C(=O)OCC(=O)c2c(N)n(CC(C)C)c(=O)n(C)c2=O)oc2ccccc12 | 37 | -14
CCOC(=O)c1cc(C(C)(C)C)oc1CNC(=O)c1c(C)oc2c1CCCC2 | · | 5
Cc1ccc(C)c(NC(=O)CSc2nnc(-c3ccccc3)o2)c1 | -35 | -7

Full records from above. Screens in order: RT RNaseH block, RmlCD inh mix
Cc1nc(N)nc(-c2ccccc2O)n1 across the screens: ·, 7
CCCOc1ccc(C(=O)NCCO)cc1 across the screens: ·, 10
COc1nnc(-c2ccc(N3CCCCC3)c(NC(C)=O)c2)c2ccccc12 across the screens: ·, 6
Cc1cc(C)c(NC(=O)CC(C)(C)C)c(Cl)c1 across the screens: ·, 9
COc1ccccc1-n1cnc2cc(NCc3cccs3)ccc21 across the screens: ·, -15

(further entries)
SMILES | RT RNaseH block | RmlCD inh mix
CCOC(=O)c1[nH]c2ccc(C)cc2c1N | -2 | -1
CCC(CC)C(=O)NCCc1cc2ccc(C)cc2[nH]c1=O | -12 | 11
COc1ccc(-n2c(Cn3nnc4ccccc43)nnc2SCC(=O)O)cc1 | -8 | -12
CC(C)c1nnc(N2C(=O)c3oc4ccccc4c(=O)c3C2c2ccco2)s1 (centres undefined) | 27 | -7
NC(=O)C1CCN(C(=O)COc2cccc3ccccc23)CC1 | · | -44
Cc1ccc(C(CC(=O)O)C2CCOC(C)(C)C2)cc1 (centres undefined) | · | -18
CCOC(=O)c1c(C)n(Cc2ccco2)c2ccc(OC)cc12 | -17 | 5
CC1(C(=O)NCc2ccccc2)Oc2ccccc2NC1=O (centres undefined) | · | -7
Cn1c(CO)cnc1SCc1c(Cl)cccc1Cl | · | 5
CN1C(=O)N(c2ccccc2)C(Nc2nncs2)C1(C)C (centres undefined) | -3 | 8
O=C(Nc1ccccc1-c1nc2ccccc2s1)c1cccnc1Cl | · | ?
O=C(c1cc2nc3c(c(C(F)(F)F)n2n1)CCc1ccccc1-3)N1CCN2CCCC2C1 (centres undefined) | -24 | ·
Cc1ccc(/C=N/n2nnnc2N)o1 | -3 | -6
COc1cc(/C=N/NC(=O)CNC(=O)c2ccc3c(c2)OCCO3)ccc1O | · | 8
Cc1ccc(S(=O)(=O)NC(=O)Nc2cc(C)ccc2F)cc1 | -7 | -12
CCCCN(CCCC)S(=O)(=O)c1ccc(NS(=O)(=O)c2ccc(NC(C)=O)cc2)cc1 | · | -11
O=C(OCC#Cc1c(COC(=O)c2ccccc2)nnn1Cc1ccccc1)c1ccccc1 | · | -6
COc1ccc(NC(=O)c2ccco2)c(NC(=O)Cc2cccs2)c1 | -9 | 6
CCOC(=O)c1cnc(-n2nc(C)cc2C)nc1N(CC)CC | -10 | 15
Cn1c(=O)c2c(ncn2CC(COCc2ccccc2Cl)OCc2ccccc2Cl)n(C)c1=O (centres undefined) | · | -11
CN(C)CCc1nc2ccccc2c(=O)n1-c1ccccc1 | -10 | 7
CNC(=O)c1nn(-c2ccc(Cl)cc2)ccc1=O | · | 4
Cc1nc(-c2ccccc2)cc(N2CCCC2)n1 | -8 | 9
O=C(c1ccc(Br)cc1)c1cc(-c2ccccn2)c(N2CCOCC2)s1 | · | ?
Cc1nc(-c2ccccc2)sc1C1(C)CC(c2cccc([N+](=O)[O-])c2)=NO1 (centres undefined) | · | 7
O=C(COC(=O)c1ccccn1)NCc1ccccc1 | · | -3
Nc1nc2n(c1C(=O)c1ccccc1)CCC2 | 28 | -8
COc1cc(Br)cc(/C=N/c2ncn[nH]2)c1O | 8 | -1
Cn1cc(C(=O)N/N=C/C(Br)=C\c2ccccc2)ccc1=O | · | -4
c1ccc(CN2CCC(Nc3nc(-c4ccccc4)nc4ccccc34)CC2)cc1 | · | -17
Clc1ccc(OCc2nc(-c3ccc(Br)o3)no2)cc1 | · | -49
CC1(C)CC(=O)C/C(=N/NC(=O)CCCOc2ccc(Cl)cc2Cl)C1 | · | 5
COc1cc2cc(CN(Cc3nnnn3Cc3ccccc3)CC3CCCO3)c(=O)[nH]c2cc1OC (centres undefined) | -9 | -5
CCCC(c1nnnn1Cc1cccs1)N1CCN(c2ccc(OC)cc2)CC1 (centres undefined) | -6 | -11
O=C(NNc1cccc(Cl)n1)Nc1cccc(Cl)c1 | · | 1
COc1ccc(-c2cc(C(F)(F)F)n3ncc(C(=O)NCC4CCCO4)c3n2)cc1 (centres undefined) | 4 | 36*
COc1ccccc1NC1=NCC(=O)N1Cc1ccccc1 | -3 | -17
O=C(CNC(=O)c1ccccc1F)OC(C(=O)Nc1cc(C(F)(F)F)ccc1Cl)c1ccccc1 (centres undefined) | · | -30
Cc1cc(NC(=O)c2cc3ncc(Br)cn3n2)no1 | -2 | -14
Cc1cnc(C(=O)N2CCN(S(=O)(=O)c3ccc4ccccc4c3)CC2)cn1 | -5 | -15

Individual results from above:
Result for CCCC(c1nnnn1Cc1cccs1)N1CCN(c2ccc(OC)cc2)CC1 (centres undefined) in RT RNaseH block: -6
Result for CNC(=O)c1nn(-c2ccc(Cl)cc2)ccc1=O in RmlCD inh mix: 4

The list goes on.
SMILES | RT RNaseH block | RmlCD inh mix
O=C1CN(C(=O)COC(=O)COc2ccc3c(c2)CCC3)c2ccccc2N1 | -44 | 4
Cc1ccc(C(=O)COC(=O)c2ccccc2N2C(=O)C3C4CCC(C4)C3C2=O)cc1C (centres undefined) | · | 9
Cc1ccc(CNC(=O)c2ccc(N3CCCC3=O)cc2)cc1 | · | -10
CCOC(=O)c1cc(-c2ccccc2)sc1NC(=O)CC(C)C | · | 11
COc1cccc(-n2c(C)nn(C)c2=O)c1 | · | 104
Cc1nn(-c2ccccc2)c(Cl)c1C(=O)N1CCN(c2ncnc3c2cnn3-c2ccccc2)CC1 | -8 | 10
CCCCN1CC[C@H]2C=CC[C@@H](C(=O)Nc3ccc(Cl)cc3Cl)[C@H]2C1=O | · | -14
O=S(=O)(c1ccccc1)c1cnc(-c2cccnc2)nc1-c1ccc(Cl)c(Cl)c1 | · | -15
CCC(C(=O)NC(C)(C)C)N(C(=O)Cn1nnc(-c2cccs2)n1)c1cnc2ccccc2c1 (centres undefined) | · | 7
CC1CN(Cc2nc3c(c(=O)[nH]c(=O)n3C)n2CC(N)=O)CC(C)O1 (centres undefined) | -14 | -12
Cc1cc(C)cc(-c2nnc(SCC(=O)c3ccc4c(c3)OCCO4)o2)c1 | · | 6
Cc1ccc(NC(=O)c2ccc(N/N=C/c3cccc(O)c3)c([N+](=O)[O-])c2)cc1 | · | 12
Cc1ccc(-n2c(=O)cc(N3CC(C)CC(C)C3)[nH]c2=O)cc1 (centres undefined) | -8 | -4
COCCn1c(SCc2nc3ccccc3s2)nc2ccccc21 | -55 | 6
CCO/C([O-])=N/c1c[n+](N2CCOCC2)no1 | 0 | -7
COc1ccc(Cc2nnc(SCC(=O)N3CCN(c4ccccc4)CC3)o2)cc1 | -2 | 7
CC1(C)Cc2c(C#N)c(OCC(=O)c3ccc(Cl)cc3)nc(-c3ccoc3)c2CO1 | 22 | -11
Cc1ccc(C)c(NC2=NCC(=O)N2c2ccc3c(c2)OCCO3)c1 | · | -10
O=C(Cn1nc(Cl)nc1Cl)c1cc2ccccc2oc1=O | -5 | -32
O=C(c1cnn2cccnc12)N1CCN(c2ccccc2)CC1 | -7 | 14

Ordered by heavy-atom count (highest first): some entries from above.
SMILES | RT RNaseH block | RmlCD inh mix
Cc1nn(-c2ccccc2)c(Cl)c1C(=O)N1CCN(c2ncnc3c2cnn3-c2ccccc2)CC1 | -8 | 10
CC1(C)Cc2c(C#N)c(OCC(=O)c3ccc(Cl)cc3)nc(-c3ccoc3)c2CO1 | 22 | -11
O=S(=O)(c1ccccc1)c1cnc(-c2cccnc2)nc1-c1ccc(Cl)c(Cl)c1 | · | -15
O=C1CN(C(=O)COC(=O)COc2ccc3c(c2)CCC3)c2ccccc2N1 | -44 | 4
CC1CN(Cc2nc3c(c(=O)[nH]c(=O)n3C)n2CC(N)=O)CC(C)O1 (centres undefined) | -14 | -12
Cc1ccc(CNC(=O)c2ccc(N3CCCC3=O)cc2)cc1 | · | -10
O=C(Cn1nc(Cl)nc1Cl)c1cc2ccccc2oc1=O | -5 | -32

(listing goes on)
SMILES | RT RNaseH block | RmlCD inh mix
CCN(CC)C(=O)c1cn(C)c2ccc(S(=O)(=O)N(CC)CC)cc2c1=O | -8 | 12
C1=C(CCNC2=NCCCCC2)CCCC1 | -5 | 2
O=S(=O)(c1ccc(S(=O)(=O)N2CCCC3(CCCCC3)C2)cc1)N1CCCCC1 | 14 | -12
Cc1csc(NC(=O)CCSCCc2ccccn2)n1 | · | -49
Cc1c(NC(=O)c2ccccc2F)c(=O)n(-c2ccccc2)n1C | 4 | 8
CCSc1nnc(NC(=O)CCn2c(=O)oc3ccccc32)s1 | -9 | -11
COc1ccc(C(=O)NCCCN2CCOCC2)cc1OC | · | 1
COc1ccc(NC(=O)c2cc(-c3ccc(OC)c(OC)c3)on2)cc1OC | 81* | ·
Cc1cc(N2CCCC2=O)cc(C)c1S(=O)(=O)NCCOc1ccccc1 | -6 | 11
C=CCNC(=O)c1nc2ccccc2s1 | · | 8
COc1cc(C2C(C(C)=O)=C(O)C(=O)N2c2ccc(Br)cn2)ccc1O (centres undefined) | -6 | 7
CCC(C)Sc1nc2c(cnn2-c2ccc(C)cc2)c(=O)[nH]1 (centres undefined) | -5 | 1
C#CCOCCOCCOCCNc1nc(N2CCN(C(=O)Cn3cc(CC(C)O)nn3)CC2)nc(N2CCN(C(=O)[C@H]([C@@H](C)CC)n3cc(CCCN=C(N)N)nn3)CC2)n1 (some centres undefined) | · | 15
CSC1=C(C#N)C(C)CC(=O)N1 (centres undefined) | -7 | ·
CCO/C(C)=N/n1c2nc3ccccc3nc2c2c(=O)n(CC(C)C)c(C)nc21 | 7 | 0
